Screens deposited in PubChem BioAssay by several laboratories.
OX1R antag = OX1R (HCRTR1) antagonists, primary screen, fluorescence, CHO/OX1R cells, Fluo-8 calcium, orexin A | actives 0.43% (n = 330,000) | Orexin/Hypocretin receptor type 1 (Homo sapiens), O43613 | AID 434989, 2010 | Fluo-8 calcium fluorescence | inhibition, % at 5 µM;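 active = inhibition above its plate's threshold, mean inhibition of all tested compounds on the plate plus 3 SD, cut at about 37% in these data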;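 note: 0% = orexin A challenge wells and 100% = SB-334867-A antagonist wells; not every result past the cut was called active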
Target sequence (O43613 whole entry, looked up): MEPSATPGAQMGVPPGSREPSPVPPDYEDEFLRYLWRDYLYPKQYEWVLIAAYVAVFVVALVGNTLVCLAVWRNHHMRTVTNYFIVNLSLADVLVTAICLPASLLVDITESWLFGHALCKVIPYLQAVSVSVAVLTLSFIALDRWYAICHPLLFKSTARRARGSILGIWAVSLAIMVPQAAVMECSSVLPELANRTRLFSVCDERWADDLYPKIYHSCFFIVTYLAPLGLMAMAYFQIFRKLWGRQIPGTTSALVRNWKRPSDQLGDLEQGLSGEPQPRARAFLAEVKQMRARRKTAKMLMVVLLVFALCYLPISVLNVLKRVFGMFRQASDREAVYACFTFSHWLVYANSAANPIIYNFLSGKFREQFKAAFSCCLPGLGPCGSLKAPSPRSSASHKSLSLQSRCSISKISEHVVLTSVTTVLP
CHT allo act = CHT positive allosteric modulators, primary screen, cell-based, membrane potential dye, choline EC20 | High affinity choline transporter 1 (Homo sapiens), Q9GZV3 | actives 0.49% (n = 310,000) | CHT-expressing cells; stronger effect = higher value; LV-AA mutant CHT in HEK293 cells | B-score at 10 µM;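 active = initial fluorescence not abnormally high and integrated response B-score, plate-corrected, over 3 SD above library mean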
Target sequence (Q9GZV3 whole entry, looked up): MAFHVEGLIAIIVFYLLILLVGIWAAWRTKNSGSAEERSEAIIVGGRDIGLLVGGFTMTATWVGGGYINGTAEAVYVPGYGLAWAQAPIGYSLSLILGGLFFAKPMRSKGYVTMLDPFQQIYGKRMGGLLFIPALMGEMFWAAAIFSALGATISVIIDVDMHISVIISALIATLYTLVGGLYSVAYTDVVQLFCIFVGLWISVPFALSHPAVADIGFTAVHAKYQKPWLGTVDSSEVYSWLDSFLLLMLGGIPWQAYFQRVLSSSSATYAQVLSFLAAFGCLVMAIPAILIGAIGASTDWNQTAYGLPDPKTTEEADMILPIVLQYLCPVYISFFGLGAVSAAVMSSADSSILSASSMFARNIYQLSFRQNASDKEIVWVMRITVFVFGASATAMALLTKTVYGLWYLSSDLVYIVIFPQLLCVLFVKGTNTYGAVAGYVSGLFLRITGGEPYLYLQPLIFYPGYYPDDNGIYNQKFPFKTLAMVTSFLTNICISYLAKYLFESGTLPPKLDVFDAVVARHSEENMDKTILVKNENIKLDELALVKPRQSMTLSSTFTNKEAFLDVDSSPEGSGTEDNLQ
An asterisk follows results filed as active; i = inactive; . = not tested or not shown. No enrichment for hits. Share with any hit: about 0.8%.

molecule,OX1R antag,CHT allo act
O=C(CSc1ncn[nH]1)N/N=C/c1ccc(C(F)(F)F)cc1,-11,i
CSc1ccc(/C=N/Nc2nc(C)cc(C)n2)cc1,-19,i
Cc1cccc(N=C2NC(=O)/C(=C/C=C/c3ccco3)S2)c1C,-12,i
O=C(NCc1ccco1)C1CCN(S(=O)(=O)c2ccccc2C(F)(F)F)CC1,-3,.
COc1ccc(N=C2SCC(c3ccc(C)cc3)=NN2CCO)cc1,-6,i
CN1C(=O)C(CC(=O)NCC2CCCCC2)SC1=Nc1ccccc1 (stereo not given),-36,i
CCNC(=S)NNC(=O)c1csc2c1CCC(C)C2 (stereo not given),-16,i
NS(=O)(=O)c1cccc(NC(=O)CC(NC(=O)c2ccccc2Cl)c2ccccc2)c1 (stereo not given),-8,i
C[C@H](CO)N1C[C@H](C)[C@@H](CN(C)S(=O)(=O)c2ccc(F)cc2)Oc2ccc(NC(=O)Nc3ccc(C(F)(F)F)cc3)cc2C1=O,-15,.
CCN1CCN(c2ccc(S(=O)(=O)N3CCCCC3)cc2NC(=O)c2cccc(C)c2[N+](=O)[O-])CC1,-36,i
CCOC(=O)C1=C(O)CSC1=Nc1cccc(Cl)c1,-18,i
CC(=O)N1CCN(c2ccc([N+](=O)[O-])c(NCc3cccnc3)c2)CC1,-12,i
COc1cc(C(=O)OCC(=O)c2c(N)n(C)c(=O)n(C)c2=O)ccc1OCCC(C)C,3,i
CCc1c(-c2ccccc2)nc(N)c(C#N)c1-c1cccs1,-17,i
Nc1ccc(S(=O)(=O)Nc2ccc(S(N)(=O)=O)cc2)cc1,8,i
O=C1CCCN1CCC1CCN(C2CC(=O)N(c3ccc(F)cc3)C2=O)CC1 (stereo not given),-10,i
CCCCNCCOCCOc1ccc(C)cc1[N+](=O)[O-],-8,i
COc1ccc(C2(C(=O)Nc3ccc(OC)cc3OC)CCCC2)cc1,-28,i
COC(=O)c1ccccc1NC(=O)CN1CCC(n2nnc3cc(F)ccc32)CC1,-39,i
Cc1ccc(NC(=O)CSc2nc(=O)n(CCCN3CCOCC3)c3c2CCCC3)c(C)c1,-38,i
CSCC[C@H](NC(=O)C1CCN(S(=O)(=O)c2ccc(C)cc2)CC1)C(=O)NCC1CCCO1 (stereo not given in full),-26,i
O=C(CSc1nnc(CNc2ccccc2)o1)N1CCc2ccccc21,2,i
O=S(=O)(c1ccc(-c2nc3ccccc3s2)cc1)N1CCCC1,0,i
CCCSc1nc2c(c(=O)n1-c1ccc(OCC)cc1)SCC2,-10,i
C[C@@H]1C[C@H]2[C@@H]3CCC4=CC(=O)C=C[C@]4(C)[C@@]3(F)[C@@H](O)C[C@]2(C)[C@H]1C(=O)CO,2,i
CCCc1ccc2oc(C(=O)N(Cc3nccn3C)C(C)C)c(C)c2c1,-19,i
COc1cccc(-c2nnc(SCc3nc4ccccc4[nH]3)n2N)c1,-10,i
Cc1cccc(N(C(=O)Cn2nnc(-c3ccccc3F)n2)C(C(=O)NC(C)(C)C)c2ccncc2)c1 (stereo not given),-37,i
O=C(Nc1cccc2c1CCCC2)C1CCN(c2nnnn2-c2ccccc2)CC1,-26,i
Cc1ccn(CC(=O)N2N=C(C(F)F)CC2(O)C(F)F)n1 (stereo not given),-6,i
COc1cc(CO)cc(-c2cc(CO)cc(OC)c2OC)c1OC,-14,i
Cc1cccc(NC2=CC(=O)CC(C)(C)C2)c1C,-21,i
O=C(NCc1ccccc1Cl)[C@@H]1CCCN1S(=O)(=O)c1ccc(Cl)cc1,-24,.
Cc1cc(C(=O)OCC(=O)NCc2ccco2)c(C)o1,-2,i
CC1(C)Cc2ccccc2-c2nc(-c3ccccc3)oc(=O)c21,-25,i
CC1(C)CC2(CCCN(CC(O)(c3ccccc3)c3ccccc3)C2)CCO1 (stereo not given),-38,i
CNc1ncc(C(=O)c2ccc(F)cc2)s1,1,i
Cc1c(C(=O)OCC(=O)N2CC(C)OC(C)C2)oc2ccc(Br)cc12 (stereo not given),-18,i
CC(C)(C)c1ccc(C(=O)N2CCC(C(=O)NCc3ccco3)CC2)cc1,-3,i
O=C(CCN1CCCCC1)N/N=C/c1ccc(Br)cc1,-7,i

Gathered by group, the compounds so far with a nitro group on carbon (3)
molecule,OX1R antag,CHT allo act
CCN1CCN(c2ccc(S(=O)(=O)N3CCCCC3)cc2NC(=O)c2cccc(C)c2[N+](=O)[O-])CC1,-36,i
CC(=O)N1CCN(c2ccc([N+](=O)[O-])c(NCc3cccnc3)c2)CC1,-12,i
CCCCNCCOCCOc1ccc(C)cc1[N+](=O)[O-],-8,i

The main list resumes; the 6 compounds before the break are reprinted first.
molecule,OX1R antag,CHT allo act
CC1(C)Cc2ccccc2-c2nc(-c3ccccc3)oc(=O)c21,-25,i
CC1(C)CC2(CCCN(CC(O)(c3ccccc3)c3ccccc3)C2)CCO1 (stereo not given),-38,i
CNc1ncc(C(=O)c2ccc(F)cc2)s1,1,i
Cc1c(C(=O)OCC(=O)N2CC(C)OC(C)C2)oc2ccc(Br)cc12 (stereo not given),-18,i
CC(C)(C)c1ccc(C(=O)N2CCC(C(=O)NCc3ccco3)CC2)cc1,-3,i
O=C(CCN1CCCCC1)N/N=C/c1ccc(Br)cc1,-7,i
O=c1[nH]c(=O)n([C@H]2C[C@H](O)[C@@H](CO)O2)cc1F,-15,i
COC(=O)C1=NN(C(C)(C)CC(C)=O)C2C(=O)N(C3CCCCC3)C(=O)C12 (stereo not given),-11,i
COc1cc2c(cc1OC)C(c1ccccc1)N(C(=O)c1ccccc1F)CC2 (stereo not given),-15,i
CCOC(=O)c1c(OCC)[nH]c2c1cc(O)c1ccccc12,-10,i
CC(C)n1ncc2c(C(=O)Nc3ccc(S(N)(=O)=O)cc3)cc(C3CC3)nc21,9,.
C=CCN1C(=O)C(Cc2cccc(Cl)c2)SC1=Nc1ccc(C(=O)O)cc1 (stereo not given),0,i
CC(Cl)C(=O)c1c[nH]c2ccccc12 (stereo not given),1,i
Cc1ccc(OCC(O)CN2CCN(Cc3ccc4c(c3)OCO4)CC2)c(C)c1 (stereo not given),-24,i
CCc1cccc2c(=O)c(C(=O)N3CCCCCC3)c[nH]c12,10,i
CC(CCc1ccco1)NC(=O)CCc1nnc2ccc(NCc3ccccc3)nn12 (stereo not given),9,i
COc1ccc(NC(=O)/C=C/C(=O)O)cc1Cl,-5,i
COc1cc(NC(=O)c2csc3c2CCCC3)ncn1,-44,i
CCN(C(=O)CN1CCN(c2ccccc2)CC1)c1c(N)n(Cc2ccccc2)c(=O)[nH]c1=O,-1,i
CC(=O)Nc1ccc(S(=O)(=O)Nc2nc3ccccc3nc2Nc2ccccc2)cc1,-4,i
O=C(CNC(=O)OCc1ccccc1)Oc1cc2oc(=O)cc(-c3ccccc3)c2cc1Cl,4,i
COc1cc2c3c(c1OC)C1(C=CC(=O)C=C1)CC3N(C(C)=O)CC2 (stereo not given),-20,i
CC(C)(C)C(=O)Oc1cc(N)n(S(=O)(=O)c2ccc(F)cc2)n1,0,i
CCN(CC)C1CCN(C(=O)c2cc(COc3ccccc3SC)on2)C1 (stereo not given),-20,i
CCC(c1nnnn1C(C)(C)CC)N(CCCO)Cc1cc2cccc(C)c2[nH]c1=O (stereo not given),-34,i
CNc1nc(C)c(C(C)(C)C)s1,-14,i
CC1c2nc3ccccc3n2C(CC(=O)NCCCN2CCOCC2)C(=O)N1Cc1ccccc1 (stereo not given),-19,i
COC(=O)COc1ccc(S(=O)(=O)N2CCN(c3ccccc3F)CC2)cc1C,3,i
CC1=NN(c2ccccc2)C(=O)/C1=C\C=C\c1ccccc1,-20,i
Cc1ccc(-c2cc(C(=O)Nc3ccc(S(=O)(=O)Nc4onc(C)c4C)cc3)c3ccccc3n2)cc1,-3,i
CCC(C)NC(=O)CN1c2cccc3cccc(c23)S1(=O)=O (stereo not given),-11,i
COC(=O)c1ccccc1NC(=O)NN1CCN(C)CC1,-8,i
COc1ccc(-c2csc3ncnc(N4CCN(c5ccccc5Cl)CC4)c23)cc1,-34,i
CCOC(=O)NC(=O)CSc1ccc(S(=O)(=O)N2CCCCC2)cn1,-13,.
O=c1oc2ccccc2n1Cc1ccccc1Cl,-23,i
Cc1ccc(CN2CCC(Oc3cccc(C(=O)NCc4cccnc4)c3)CC2)o1,-22,i
S=C(NCc1cccc(Cl)c1)NCc1ccco1,.,i
CCCCn1c(=O)c2c(O)cc(=O)oc2c2ccccc21,-25,i
CCc1cccc(NS(=O)(=O)c2ccc3c(c2)CCC(=O)N3)c1,-2,i
O=C(NCc1ccccc1)NC1(C(=O)N2CCN(c3ccccc3)CC2)CCCCC1,-21,i
Cc1ccc2oc(=O)n(CC(=O)OC(C)C)c2c1,-6,i
O=C(Nc1nc2ccccc2s1)c1ccc(N2CCCCC2)c([N+](=O)[O-])c1,-8,i
CCN(CC)S(=O)(=O)c1cccc(NC2=NCC(C)S2)c1 (stereo not given),-26,i
COc1ccc(OCc2cc(C(=O)O)c(C)o2)cc1,4,i
CCN(CC)CCNC(=O)Cc1nn(CC)c(=O)c2ccccc12,-15,i
O=C(Nc1nc2ccc(F)cc2s1)C1CC(=O)N(c2ccc3c(c2)OCCO3)C1 (stereo not given),-1,.
O=C(CSc1nnc(-c2cccnc2)n1Cc1ccco1)c1ccc(Br)cc1,-17,i
O=C(Cc1coc2cc3c(cc12)CCC3)OCC(=O)N1CCCC1=O,-12,i
O=C(NNS(=O)(=O)c1ccc(F)cc1F)c1csc(-c2cccnc2)n1,-6,i
Cn1nnnc1SCc1nc2ccccc2[nH]1,-3,i
Cc1ccc2c(CC(=O)NC3CCS(=O)(=O)C3)coc2c1C (stereo not given),-18,i
COc1cccc(OC)c1C(=O)NCCc1ccccc1,-3,i
CCN(CC)S(=O)(=O)c1ccc(C(=O)NCC2(N3CCOCC3)CCCCC2)cc1,-22,.
CCCn1ncc(CN2CCC(N3CCC(C(=O)N4CCOCC4)CC3)CC2)c1C,-6,i
Cc1ccc(C)c(N(C)C(=O)CCS(=O)(=O)c2cccc3nonc23)c1,-9,i
CC(C)OC(=O)CSc1nnc(-c2cnccn2)n1-c1ccccc1,0,i
Cc1ccc(C(C)C)c(OCC(=O)NNC(=O)Cc2ccc(S(=O)(=O)N3CCOCC3)s2)c1,-15,.
Cc1ccc(NC(=O)CCCc2nc3ccccc3s2)c(O)c1,-13,i
COc1ccccc1Oc1ccnc2cc(Cl)ccc12,-40,i
COc1ccc(NC(=O)CSCC(=O)N2CCCc3ccccc32)cc1,-15,i
CCN(CC(=O)NCc1cccs1)C(=O)c1cccc(S(=O)(=O)N2CC(C)OC(C)C2)c1 (stereo not given),-41,.
CCOC(=O)c1c(C)[nH]c(C)c1S(=O)(=O)N(C)CC(=O)NCc1cccc(Br)c1,-24,i
COc1ccc(NC(=O)c2cc(OC)c(OC)c(OC)c2)cc1S(=O)(=O)N1CCCCC1,-28,i
COc1ccc(CCNC(=O)c2cc(=O)c3cc(C)ccc3o2)cc1,-17,i
C=CCOc1ccc(CNn2cn[nH]c2=S)cc1,3,i
COC(OC)c1ccnc(-c2ccc(OC(=O)c3cccs3)cc2)n1,-29,i

Additional records follow.
molecule,OX1R antag,CHT allo act
O=C(NCC(O)CN1CCOCC1)c1ccc([N+](=O)[O-])cc1 (stereo not given),6,i
O=C(NCCNC(=O)c1ccccn1)c1ccc(Cl)cc1,-13,i
Cc1cc(NC(=O)COC(=O)C2CC(=O)N(c3ccc(Br)cc3)C2)no1 (stereo not given),-9,i
CCn1c(=S)[nH]c2cc(Cl)ccc21,7,i
CCN(CC)CCCn1c2c(c(SCC(=O)Nc3ccc4c(c3)OCO4)nc1=O)CCC2,-17,i
CCOc1ccc2nc(SCC(=O)NCc3ccccc3)[nH]c2c1,-19,i
CCN(CC)C(=O)[C@H]1C[C@H](CC(=O)NCCC2=CCCCC2)C(=O)N2CCc3c([nH]c4cc(CCC(=O)N(C)C)ccc34)[C@]12C,-33,.
Cc1ccc(C(=O)Nc2cccc(NC(=O)c3ccc(C)c([N+](=O)[O-])c3)n2)cc1[N+](=O)[O-],-20,i
COc1ccccc1N1CC=C(c2cccc([N+](=O)[O-])c2)NC1=O,-7,i
Cc1ccc(CSC2=NCCN2S(=O)(=O)c2ccc(F)cc2)cc1,-8,i
COc1ccccc1CNC(=O)CCS(=O)(=O)c1cccs1,-6,i
Cc1nn(C)c(C)c1/C=C/C(=O)c1cccs1,-4,i
CCOc1ccc(CN2CCN(Cc3cccn3-c3cccnc3)CC2CCO)cc1 (stereo not given),-33,i
CC1CN(C(=O)c2cc3c(=O)n4ccccc4nc3s2)CC(C)O1 (stereo not given),-14,i
C#CC(C)(CC)NC(=O)c1cc2cccc(CC=C)c2oc1=O (stereo not given),-23,i
CC(C)CNc1nc(=S)nc(N(C)C)[nH]1,0,i
Cc1ccc2nc(-c3ccccc3)cc(C(=O)N3CCN(S(=O)(=O)c4c(C)noc4C)CC3)c2c1,-6,.
COc1ccc(CC(=O)Nc2ccc(S(=O)(=O)N3CCN(C)CC3)cc2)cc1,6,.
CCn1cc(S(=O)(=O)N2CCN(Cc3ccc(F)cc3)CC2)cn1,-15,i
